Source: PubChem BioAssay
PKA-R1A act: activators of PKA-R1A holoenzyme, primary screen, biochemical, fluorescence polarization, Cy5-IP20, bovine R1A, mouse PKAc | cAMP-dependent protein kinase type I-alpha regulatory subunit (Bos taurus) + … | PKA-R1A dissociation; scaled: DMSO 0%, 113 µM cGMP 100% | activation, % at 11.4 µM | hit rate 0.083% among 340,000 | AID 504707, 2011;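 active means percent activation above the mean of all tested compounds plus 3 SD, cut at about 19% in these data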;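 further: higher means more PKAc released from R1A so a rise in polarization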
MOR-DOR ag: agonists of OPRM1-OPRD1 heterodimerization, primary screen, cell-based, luminescence; Mu-type opioid receptor (Homo sapiens) + Delta-type opioid receptor (Homo sapiens), …; cells; activation, % at 9.3 µM; hit rate 0.3% among 340,000; AID 504326, 2011; in the data active means activation above about 18%;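 further: 0% = vehicle-treated cells and 100% = reference agonist; values of inactives mirror those of a sister screen read the other way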
Target sequence (P35372 whole entry, looked up): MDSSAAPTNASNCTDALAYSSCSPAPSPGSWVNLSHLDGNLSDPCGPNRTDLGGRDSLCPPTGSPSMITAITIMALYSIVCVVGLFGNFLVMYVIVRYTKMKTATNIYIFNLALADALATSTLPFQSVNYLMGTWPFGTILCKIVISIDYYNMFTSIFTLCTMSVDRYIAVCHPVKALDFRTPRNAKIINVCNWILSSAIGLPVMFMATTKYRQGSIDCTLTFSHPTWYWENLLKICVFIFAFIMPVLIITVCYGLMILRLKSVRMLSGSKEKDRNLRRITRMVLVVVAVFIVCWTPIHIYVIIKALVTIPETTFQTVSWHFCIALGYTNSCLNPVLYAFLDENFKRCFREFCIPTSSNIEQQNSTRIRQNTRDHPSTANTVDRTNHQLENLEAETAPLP
Target sequence (P41143 whole entry, looked up): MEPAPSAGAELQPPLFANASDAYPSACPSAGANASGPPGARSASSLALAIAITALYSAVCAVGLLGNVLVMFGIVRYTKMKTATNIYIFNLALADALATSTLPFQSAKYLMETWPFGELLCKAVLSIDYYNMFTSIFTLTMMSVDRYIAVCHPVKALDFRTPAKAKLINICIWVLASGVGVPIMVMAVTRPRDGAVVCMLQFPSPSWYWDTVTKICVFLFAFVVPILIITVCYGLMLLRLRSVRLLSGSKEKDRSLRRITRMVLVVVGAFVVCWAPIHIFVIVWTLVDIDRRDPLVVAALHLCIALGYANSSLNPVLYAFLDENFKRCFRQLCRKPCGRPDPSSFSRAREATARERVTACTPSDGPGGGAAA
HTR5A ag ctr: HTR5A agonists in luminescence cell assay, primary screen, counter-screen for OPRM1-OPRD1 heterodimer agonist project, full-deck HTS. activation, % at 9.3 µM. AID 504692, 2011. cell-based. hit rate 0.61% among 340,000; in the data active means activation mostly above about 9.5%, no sharp cut-off; inactive means mostly below about 7.6%;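 further: 0% = cells with vehicle only and 100% = reference agonist; strong numbers were not always called active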
OPRM1-OPRD1 inv: inverse agonists of MOR-DOR heterodimerization, primary screen, cell-based, luminescence; Mu-type opioid receptor (Homo sapiens) + Delta-type opioid receptor (Homo sapiens), …; inhibition, % at 9.3 µM; cell-based MOR-DOR heterodimer luminescence, inverse agonism; AID 504357, 2011; hit rate 0.21% among 340,000; in the data active means inhibition above about 22%, passing the limit was not always enough;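 further: 0% = cells with DMSO and 100% = wells without cells with DMSO; values of inactives mirror those of a sister screen read the other way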
Pemphigus Ab inh: inhibitors of pemphigus antibody binding to DSG3, primary screen, biochemical, bead-based, flow cytometry, scFv-GFP | binding (percent of control), % at 10 µM | hit rate 0.48% among 310,000 | DSG3-coupled beads, scFv-anti-DSG3-GFP binding; stronger effect = lower value | Desmoglein-3 (Homo sapiens), P32926;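 active means binding more than 3 SD below its plate's average and above zero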; further: some compounds called inactive have numbers as strong as hits
PfHsp90 yeast 2: growth inhibition of PfHsp90-expressing yeast, primary screen, antimalarial PfHsp90 inhibitor project, S. cerevisiae, BacTiter-Glo luminescence, single point, set 2 | hit rate 0.32% among 310,000 | inhibition, % at 9.4 µM | BacTiter-Glo ATP, 48 h; yeast lacking PDR1 and PDR3 efflux regulators;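 active means every replicate shows inhibition above about 80%, whatever the replicate mean, limit read from the data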;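 further: 0% = DMSO neutral controls and 100% = 20 µM radicicol positive controls; yeast relying on Plasmodium falciparum Hsp90 in place of its own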
AddAB inh: growth inhibition of E. coli expressing H. pylori AddAB, primary screen, AddAB inhibitor project, absorbance; inhibition, % at 11.9 µM; hit rate 0.29% among 330,000; in the data active means inhibition above about 12%;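 further: 0% = vehicle wells of infected cells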
E coli growth: E. coli V3065 growth inhibition, primary screen, counter-screen for AddAB inhibitor project, absorbance, OD600 | inhibition, % at 11.9 µM | hit rate 0.27% among 330,000 | 18 h | AID 449728, 2010;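 active means inhibition above the campaign's mean inhibition across all tested compounds plus 3 SD, cut at about 9.9% in these data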;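 further: uninfected addAB+ strain grown without phage in ampicillin broth; 0% = DMSO wells and 100% = ciprofloxacin 0.95 µg/ml wells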
HTR5A inv ctr: HTR5A inverse agonists in luminescence cell assay, primary screen, counter-screen for OPRM1-OPRD1 heterodimer inverse agonist project, full-deck HTS. 5-hydroxytryptamine receptor 5A (Homo sapiens), P47898. HTR5A cell line, inverse agonism. hit rate 0.083% among 340,000. AID 504634, 2011. inhibition, % at 9.3 µM; in the data active means inhibition mostly above about 23%, no sharp cut-off; inactive means mostly below about 18%;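 further: 0% = cells with DMSO and 100% = no-cell wells with DMSO; some compounds called inactive have numbers as strong as hits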
SUMO Mot1 rescue: yeast Mot1-301 growth rescue at high temperature, primary screen, SUMOylation pathway inhibitor project, S. cerevisiae, ATP luminescence, 38.5C | S. cerevisiae Mot1-301 growth rescue; percent above DMSO median, 100 means doubled | growth rescue, % at 18.8 µM | hit rate 1% among 320,000 | AID 2716, 2010;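 active means every valid replicate shows activation above 250% relative to neutral control wells; inactive means the rest, any valid replicate at or below 250%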;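 further: OY570 slx delta 5 strain wells were the positive control but not used for scaling; some compounds called inactive have numbers as strong as hits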
phage Ecoli inh: growth loss of phage-infected E. coli, primary screen, RecBCD inhibitor project, absorbance, with phage, HTS. inhibition, % at 11.9 µM. hit rate 0.26% among 360,000; in the data active means inhibition above about 11%
* = called active by the depositor; . = not tested or not shown. Not a hit list; 3.2% or so of the library scored in one or more.

SMILES	PKA-R1A act	MOR-DOR ag	HTR5A ag ctr	OPRM1-OPRD1 inv	Pemphigus Ab inh	PfHsp90 yeast 2	AddAB inh	E coli growth	HTR5A inv ctr	SUMO Mot1 rescue	phage Ecoli inh
CCC/C(=N\NC(=O)C1CC1)c1ccccc1	.	.	.	.	103	.	5.8	-1.6	.	-1	1.2
Cn1nnnc1Sc1ncnc2scc(-c3cccc(S(C)(=O)=O)c3)c12	-3	-1.4	0	8	105	.	-1.5	-2.2	-10	-10	-1.4
O=C(COC(=O)Cc1c(Cl)cccc1Cl)Nc1ccc(OC(F)(F)F)cc1	-2	6.9	2	-35	103	10	-1.2	-1.8	-4	4	2.5
Nc1nnc(SCC(=O)N2CCc3ccccc32)n1-c1ccccc1	1	-0.7	1	4	71	.	1.1	-2.5	-15	12	3.3
CCCN1CCC(=O)N([C@H](CSc2ccccc2)Cc2ccccc2)CC1	-4	3.1	2	-14	109	-4	4.6	-0.4	1	3	0.5
Cc1ccc(C(=O)N(c2c(C)n(C)n(-c3ccccc3)c2=O)C(C)C)cc1	-8	0.2	-4	-2	103	2	-0.3	-0.7	10	-5	.
O=C(C=Cc1ccc2c(c1)OCO2)OCC=Cc1ccc2c(c1)OCO2	-7	-1.1	-3	6	92	.	.	.	10	.	0.9
Cc1ccc(/C=C/S(=O)(=O)N2CCC(C(=O)O)CC2)cc1	-8	1.1	-3	-6	.	.	3.2	-0.5	7	5	2.5
CCCCn1c(-c2nonc2N)nc2ccccc21	2	8.4	6	-49	102	-10	-0.5	-0.7	-19	-5	4.5
CCCC#Cc1ccc2c(c1)COc1c3ccccc3nn1-2	6	3.5	-3	-19	102	3	8.1	2.4	-10	8	4.1
Cc1cc(C)nc(-n2nc(C)cc2NC(=O)CN2CCCC2)n1	2	-1.2	0	8	83	.	-1.8	-2.5	0	6	4.0
Cc1ccc(NCCc2ccc(C)nc2)cc1	-3	-3.0	0	17	99	-8	1.6	-1.3	9	21	-0.3
CCN(CC)C(=O)c1[nH]cnc1C(=O)N[C@@H](C)C(=O)OC(C)(C)C	2	-1.1	11	6	102	-8	0.9	-1.7	-5	0	1.4
O=C(Oc1ccccc1)c1ccc(NC(=O)c2ccco2)cc1	7	0.1	9	0	104	7	0.5	-0.7	-31	-4	2.7
O=C(CSc1nnnn1C1CCCCC1)N1c2ccccc2Sc2ccccc21	-1	0.4	-7	-2	95	3	4.7	1.8	16	9	2.2
CCN(CC)S(=O)(=O)c1cc(C(=O)N(C)CC(=O)Nc2ccc(Cl)cc2)ccc1Cl	1	-2.1	5	12	123	9	-0.2	-2.6	33	.	0.5
NC(=O)c1ccccc1NC(=O)CSc1cn[nH]n1	3	1.5	0	-12	124	-6	3.1	-2.5	-9	-10	2.3
O=C(c1ccc(S(=O)(=O)N2CCCCC2)cc1)N1CCCc2ccccc21	13	-1.1	1	6	65	.	-2.0	-0.4	-24	122	-1.4
COCCCNC(=S)N1CCN(C(c2ccccc2)c2ccccc2)CC1	0	-1.1	1	6	118	-14	.	.	-4	14	-1.5
O=C(c1noc2c1CCCC2)N1CCN(Cc2ccccc2)CC1	-2	-0.8	3	4	94	3	2.4	0.6	-12	-10	.
CC(C)OC(=O)Cn1nc(C(c2ccccc2)c2ccccc2)oc1=O	4	-0.3	0	2	120	-27	-1.7	-0.9	1	13	1.0
Cc1ccc(CCC(=O)Nc2ccccc2F)s1	-12	-0.8	2	6	93	9	0.0	-0.3	-6	5	3.2
CN=C1SC(CC(=O)Nc2ccc(C(C)=O)cc2)C(=O)N1C (stereo not given)	-2	-1.8	7	8	122	-12	-0.6	-1.7	-3	-10	0.6
CN1CCN(CCC(=O)Nc2ccc(Br)cc2)CC1	10	-0.4	-5	2	98	-10	0.5	1.4	16	19	1.8
C=CCNc1oc(-c2cccc3ccccc23)nc1C#N	-6	3.1	-5	-18	99	6	2.0	0.4	-22	8	0.8
O=C(CCCn1c(=O)[nH]c2ccccc2c1=O)Nc1ccc(F)cc1	0	0.0	0	0	102	-8	-1.3	-0.7	1	-5	1.8
COc1cc(OC)cc(C(=O)NN(CCC#N)C2=NS(=O)(=O)c3ccccc32)c1	-7	-2.6	2	12	94	1	-0.2	-0.1	-9	-11	3.6
COC(=O)C1CC(O)CN1C(=O)Nc1ccccc1 (stereo not given)	3	0.9	-4	-6	96	8	0.4	0.3	12	12	1.9
Cc1cccc(Oc2ncc(-c3ccc(Cl)cc3)cn2)c1	6	4.1	2	-17	.	-2	3.8	-0.1	-5	-1	2.4
CC1CCCCN1C(=S)NC(=O)c1cccs1 (stereo not given)	-4	-3.4	0	17	90	11	-4.6	-4.0	6	5	2.6
Cn1c(=O)n(C)c2cc(NC(=O)c3ccccc3NS(C)(=O)=O)ccc21	-13	-2.7	-3	13	142	-15	6.6	-2.0	12	23	3.6
Cc1cc(C)c2[nH]c(C)c(CN3CCCCCC3)c(=O)c2c1	0	-0.8	2	4	104	-29	0.8	-1.2	-9	-16	-0.3
Cc1oc(CC(C)C)c(CN2CCCC2)c1C(=O)O	-8	-1.4	-2	8	102	1	0.1	-1.1	6	-5	3.0
O=C(Oc1ccc(Br)cc1C(=S)N1CCOCC1)c1ccccc1	-11	0.6	-4	-3	113	-8	1.7	0.6	11	0	-0.6
CC(=O)NS(=O)(=O)c1ccc(N=NN2CCCCCC2)cc1	-9	-1.8	0	10	109	-3	2.1	0.4	1	6	4.9
Cc1cc(C)n(C(=O)CCC(=O)NCc2ccccc2)n1	-1	-3.2	0	18	104	-16	-0.9	-2.4	-9	-8	0.1

Retrieved by compound from the list above:
SMILES	PKA-R1A act	MOR-DOR ag	HTR5A ag ctr	OPRM1-OPRD1 inv	Pemphigus Ab inh	PfHsp90 yeast 2	AddAB inh	E coli growth	HTR5A inv ctr	SUMO Mot1 rescue	phage Ecoli inh
Cc1oc(CC(C)C)c(CN2CCCC2)c1C(=O)O	-8	-1.4	-2	8	102	1	0.1	-1.1	6	-5	3.0
O=C(Oc1ccc(Br)cc1C(=S)N1CCOCC1)c1ccccc1	-11	0.6	-4	-3	113	-8	1.7	0.6	11	0	-0.6
COC(=O)C1CC(O)CN1C(=O)Nc1ccccc1 (stereo not given)	3	0.9	-4	-6	96	8	0.4	0.3	12	12	1.9
Cc1cccc(Oc2ncc(-c3ccc(Cl)cc3)cn2)c1	6	4.1	2	-17	.	-2	3.8	-0.1	-5	-1	2.4
Cc1cc(C)n(C(=O)CCC(=O)NCc2ccccc2)n1	-1	-3.2	0	18	104	-16	-0.9	-2.4	-9	-8	0.1

Continuation:
SMILES	PKA-R1A act	MOR-DOR ag	HTR5A ag ctr	OPRM1-OPRD1 inv	Pemphigus Ab inh	PfHsp90 yeast 2	AddAB inh	E coli growth	HTR5A inv ctr	SUMO Mot1 rescue	phage Ecoli inh
OCCOc1cccc(CN2CCC(CO)(CCOc3ccccc3)CC2)c1	1	-0.7	-1	5	111	-4	1.6	-2.5	-1	9	3.9
Cc1ccc(/C=C/C(=O)Nc2cccc3cccnc23)o1	-3	1.0	4	-5	102	-1	1.7	-0.6	2	.	1.3
O=C(NC1(Cc2ccccc2)CCN(CCCc2ccccc2)C1=O)c1ccccc1 (stereo not given)	-6	0.4	-8	-2	113	0	2.3	-1.2	20	11	2.5
CCOc1ccc(NC(=O)c2[nH]c(C)c(C(C)=O)c2C)cc1	-5	-1.6	-1	9	97	19	0.1	0.2	3	-4	2.5
O=C1C2C3C=CC(CC3)C2C(=O)N1c1ccc(Cl)cc1Cl (stereo not given)	-9	-1.1	1	5	104	1	0.2	-0.8	-5	16	2.8
Nn1c(SCc2csc(-c3ccccc3)n2)nnc1-c1cccs1	-2	0.3	1	-2	108	.	0.3	-0.7	-19	-17	3.1
Cc1ccc(NC(=O)CSc2nccn(-c3ccc4c(c3)OCCO4)c2=O)cc1	-5	-2.0	15	12	103	.	0.3	-1.0	-41	-16	4.1
CCOC(=O)/C(=C/C=C1\Sc2cc(OCC)c(OCC)cc2N1CC)C(C)=O	-3	-3.8	3	18	423	-12	1.5	-1.8	13	15	3.4
COc1ccccc1C(=O)NN=C1CCN(Cc2ccccc2)CC1	-2	-2.5	-4	15	100	0	1.7	0.5	11	-3	-2.8
CC(C)c1ccc(C(=O)Nc2ccc(CN3CCOCC3)cc2)cc1	5	-0.8	2	4	107	0	-1.0	-0.1	-7	3	-0.1
O=C(COC(=O)CCc1c[nH]c2ccccc12)Nc1ccccc1C(F)(F)F	-4	-0.6	14	2	95	.	2.3	0.3	-33	-1	-1.6
C[n+]1ccccc1/C=C/c1ccc2ncccc2c1	-6	-1.9	-1	9	119	-6	.	.	2	-32	-0.2
CCCS(=O)(=O)N1CCCC(C(=O)NC2CCCCC2)C1 (stereo not given)	-1	-1.2	1	7	106	-8	0.2	0.2	-4	-24	0.8
Cc1ccc(CONC(=O)/N=C/N(C)C)cc1	-1	-2.6	2	14	101	.	0.2	3.9	-7	-13	1.2
Cc1ccccc1OCC1Cn2c(nc3c2c(=O)n(C)c(=O)n3C)O1 (stereo not given)	1	-1.8	8	10	107	-6	3.8	-1.2	-5	-8	1.6
Cc1ccc(CSc2nnc(-c3ccccn3)n2N)cc1	.	.	.	.	118	.	-1.6	-0.3	.	-6	-1.6
CC1C(=O)N(Cc2ccc(F)cc2)c2ccccc2N1C(=O)c1c(F)cccc1F (stereo not given)	4	-2.3	2	10	97	-18	-1.9	2.2	-8	63	1.8
CC(=O)Nc1ccc(OCC(O)Cn2nc(C)c(C(C)=O)c2C)cc1 (stereo not given)	0	-2.2	6	13	124	-22	3.5	3.5	-22	-4	0.6
CN(c1ccc(OCC(=O)NCCc2ccccc2)cc1)S(=O)(=O)c1ccc(Cl)cc1	-6	0.6	-1	-4	94	.	0.5	-1.3	2	4	-2.5
Cc1ccc(CN(C(=O)Cn2nnc3ccccc32)C(C(=O)NCc2ccco2)c2ccc(C)o2)cc1 (stereo not given)	-4	-2.5	2	14	98	-2	1.9	0.0	5	-27	0.3

Part of the list above, showing only HTR5A ag ctr and MOR-DOR ag.
SMILES,HTR5A ag ctr,MOR-DOR ag
CC1C(=O)N(Cc2ccc(F)cc2)c2ccccc2N1C(=O)c1c(F)cccc1F (stereo not given),2,-2.3
CC(=O)Nc1ccc(OCC(O)Cn2nc(C)c(C(C)=O)c2C)cc1 (stereo not given),6,-2.2
